Source: PubChem BioAssay (several laboratories)
Yeast growth inh: chemicals that inhibit yeast BB579 growth in restrictive medium (lifespan-shortening candidates). S. cerevisiae BB579 growth, OD615, 48 h. 0.51% of 140,000 active. AID 804. inhibition, % at 10 µM;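 active = inhibition above a set limit, 3 SD over the mean compound inhibition, cut at about 44% in these data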; also: inactives centre near -24
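Assay system – yeast BB579 (DeaD) · Dosing – single compound dose of 10 µM, 0.25% DMSO final · Detection – OD615 turbidity measurement · Buffer or medium – CSMM-D restrictive synthetic medium containing dextrose (glucose) · Benchmarks – positive control amphotericin B 10 µg/mL · Incubation – 48 h exposure, 30 °C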
E-sel TNF inh: TNF alpha driven E-selectin expression inhibition; inhibition, % at 2 µM; 0.71% of 120,000 active; HUVEC TNFa-induced E-selectin immunofluorescence, high content;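 active = inhibition above the batch mean plus 3 SD, and confirmed as a hit on visual image review, cut at about 43% in these data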;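 also: 0% = TNF-stimulated DMSO wells and 100% = unstimulated control wells; not every result past the cut was called active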
bCat KO growth: beta-catenin-lacking colon tumor cell growth suppression; viability, % at 10 µM; 1.5% of 140,000 active; HCT116 beta-catenin knockout viability, CellTiter-Glo, 60 h; stronger effect = lower value;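 active = viability at or under a set limit, the compound median less 4 SD, cut at about 6% in these data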;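 also: 0% = Hyamine 1622 control at 20 µM and 100% = untreated cell control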
HCT116 PTEN-null: suppresses growth of cells with PTEN deletion. HCT116 PTEN-null viability, CellTiter-Glo, 60 h; stronger effect = lower value. viability, % at 10 µM. 1.2% of 140,000 active. AID 827;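 active = viability at or below a set limit, 4 SD under the median of all tested compounds, cut at about 3.7% in these data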;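 also: PTEN knockout HCT116 line with beta catenin targeted HCT116 as companion control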
GALR2 antag: GALR2 (human) receptor antagonism; O43603; GALR2-expressing cells, antagonist mode; inhibition, % at 4 µM; 0.39% of 140,000 active; AID 828; in the data active = inhibition above about 27%;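 also: cells stimulated with galanin 1-16 at roughly its EC80; 0% = agonist challenge control and 100% = basal control without agonist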
Target sequence (O43603 whole entry, looked up): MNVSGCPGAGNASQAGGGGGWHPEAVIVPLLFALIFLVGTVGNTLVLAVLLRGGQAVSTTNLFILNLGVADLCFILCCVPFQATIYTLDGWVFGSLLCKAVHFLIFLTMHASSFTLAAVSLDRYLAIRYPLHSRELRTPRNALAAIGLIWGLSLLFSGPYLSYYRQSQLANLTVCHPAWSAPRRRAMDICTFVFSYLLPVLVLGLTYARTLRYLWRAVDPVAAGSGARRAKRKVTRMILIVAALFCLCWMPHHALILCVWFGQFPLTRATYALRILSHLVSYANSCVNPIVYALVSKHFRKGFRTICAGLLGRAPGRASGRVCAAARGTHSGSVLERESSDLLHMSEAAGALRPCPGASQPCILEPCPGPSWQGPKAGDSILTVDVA
Measles CPE: protection of cells from measles virus; Measles virus-infected cells, CPE protection, absorbance; 1.5% of 140,000 active; protection (pct of control), % at 4 µM; AID 841; in the data active = protection mostly above about 24%, no sharp cut-off; inactive = mostly below about 26%; also: some compounds called inactive have numbers as strong as hits
MRP1 act: MRP-1 activation | H69AR cells + doxorubicin, viability rescue, CellTiter-Glo | viability increase, % at 10 µM | 0.61% of 140,000 active | AID 799;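 active = viability gain under doxorubicin at or above a set limit, the compound median plus 3 SD, cut at about 4.7% in these data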;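 also: MRP-1 overexpressing cells given doxorubicin 25 µM after compound pretreatment; 18-22 h compound pretreatment then 72 h with doxorubicin before readout; 0% = doxorubicin-only wells and 100% = vehicle-treated cells without doxorubicin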
Phagocytosis inh: inhibitors of macrophage phagocytosis; AID 1029; J774A.1 macrophage IgG-bead phagocytosis, imaging; inhibition, % at 5 µM; 0.07% of 110,000 active;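 active = inhibition above the mean of the plate negative controls plus 5 SD, cut at about 13% in these data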;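 also: phagocytic index as fraction of beads internalized from green versus red external bead signal; plate controls were DMSO negative control for no effect and cytochalasin-D positive control for full effect; some results beyond the cut were filed as inactive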
Yeast life ext: extends the lifespan of yeast | S. cerevisiae growth with nicotinamide, OD615; deaD strain in restrictive glucose medium | inhibition of the nicotinamide effect, % at 10 µM | 0.68% of 130,000 active;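 active = inhibition above a set limit, placed 3 SD over the median of all compounds, cut at about 26% in these data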;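 also: 0% = nicotinamide-treated wells and 100% = cells grown without nicotinamide; some compounds called inactive have numbers as strong as hits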
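Test system – modified budding yeast, DeaD strain · Compound – single dose 10 µM compound, 0.25% DMSO · Times – culture preincubation 4 h, compound exposure 48 h, both 30 °C · Detection – optical density (absorbance) at 615 nm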
NPY-Y2 antag: NPY-Y2 (human) receptor antagonism | inhibition, % at 2.7 µM | AID 793 | NPY-Y2 expressing cells, antagonist mode | P49146 | 0.99% of 140,000 active; in the data active = inhibition above about 17%;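 also: 0% = vehicle with agonist challenge and 100% = reference antagonist with challenge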
Target sequence (P49146 whole entry, looked up): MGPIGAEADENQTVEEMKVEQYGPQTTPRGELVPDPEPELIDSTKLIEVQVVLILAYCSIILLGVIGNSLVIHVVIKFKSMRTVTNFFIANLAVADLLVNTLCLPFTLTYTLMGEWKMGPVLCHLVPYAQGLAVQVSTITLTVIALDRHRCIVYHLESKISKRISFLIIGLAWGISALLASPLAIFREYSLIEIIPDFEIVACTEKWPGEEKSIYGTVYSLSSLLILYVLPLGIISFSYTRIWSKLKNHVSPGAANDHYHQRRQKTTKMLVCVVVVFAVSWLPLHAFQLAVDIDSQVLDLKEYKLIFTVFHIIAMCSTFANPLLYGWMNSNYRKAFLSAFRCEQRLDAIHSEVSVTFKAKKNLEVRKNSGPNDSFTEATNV
* marks the source's active call; other numbers are inactive results; / = not tested or not shown; & = joins results of further samples.

SMILES	Yeast growth inh	E-sel TNF inh	bCat KO growth	HCT116 PTEN-null	GALR2 antag	Measles CPE	MRP1 act	Phagocytosis inh	Yeast life ext	NPY-Y2 antag
COc1ccc(Cl)cc1N(CC(=O)NC(C(C)C)C(C)C)S(C)(=O)=O	4	/	89	87	6	3	-1.5	-1	3	3
Cc1ccc2nc(-c3ccc4c(c3)OCCO4)cc(C(=O)O)c2c1	-8	-21	95	98	5	8	0.6	0	7	7
CCOC(=O)c1cc2ccc3ccccc3c2s1	-38	-10	87	83	-9	10	-3.6	/	/	7
Cc1ccc(C(=O)c2c[nH]c3c(F)cc(F)cc3c2=O)cc1	-7	/	93	103	8	25	0.5	-4	0	2
COc1ccc(S(=O)(=O)Nc2ccc(N(C)C(C)=O)cc2)cc1	-25	7	92	92	-8	4	-0.8	192*	12	0
O=C(Nc1c(-c2ccccc2)nc2ccccn12)c1cccs1	-24	/	97	101	4	3	-1.7	-7	1	4
CCCC(=O)NC(C)c1nc2ccccc2n1C(C)C (centres undefined)	-1	-19	97	108	10	17	1.3	0	-6	9
Cc1cc(SCC(=O)N/N=C/c2ccc(O)c(O)c2O)c(C)cc1Br	-61	-11	47	58	2	12	0.2	/	-3	-1
CCOC(=O)C1=C(C)NC(=O)C(C(N)=O)C12CCCCC2 (centres undefined)	-23	/	99	92	-7	7	-0.8	-1	-13	-1
CCOC(=O)C1CCCN(c2cc(=O)n(-c3ccccc3Cl)c(=O)[nH]2)C1 (centres undefined)	11	-16	85	79	3	13	-2.1	0	-8	1
COCCn1c(C)cc(C2=NNC(=Nc3ccc(F)cc3)SC2)c1C	-46	-12	87	78	-1	7	-3.1	/	-22	-1
CCOc1ccc(NC(=O)C(C)SC(N)=O)cc1 (centres undefined)	-10	/	99	99	9	11	-3.1	-1	-8	-7
Cc1ccc(C(=O)N/C(=C/c2ccc(-c3ccc(Br)cc3)o2)C(=O)NC2CCS(=O)(=O)C2)cc1 (centres undefined)	-39	/	91	92	0	13	-3.1	-4	3	5
O=C1/C(=C/c2ccc(C(=O)O)cc2)CCC/C1=C\c1ccc(C(=O)O)cc1	1	-35	94	101	5	27	-3.9	-5	4	4
Cc1ccsc1/C=C/c1ccc2cccc(O)c2n1	17	-2	5.0*	4	18	10	-4.3	-1	-6	2
Cc1cc(C)c(-c2noc(C(=O)OC(C)(C)C)c2C(=O)OC(C)(C)C)c(C)c1	-9	-18	97	/	4	0	1.4	/	1	4
Cc1cc(OCC(F)(F)C(F)(F)C(F)(F)C(F)(F)C(F)(F)C(F)F)nc(N)n1	-51	8	83	91	8	12	2.8	/	-17	5
Cc1ccc(C(=O)CSc2nnc3c4ccccc4nc(Cc4ccccc4)n23)cc1	-46	/	92	88	13	19	-1.1	-3	-2	2
Cc1cccc(OCC(=O)OC2CCN(C)CC2)c1	-38	8	92	95	3	14	-0.8	/	/	4
CCSCCOC(=O)C1=C(C)NC2=C(C(=O)CCC2)C1c1coc2ccccc2c1=O (centres undefined)	-24	/	82	70	5	13	-1.7	-2	-9	0
Cc1nc2nc(-c3cccnc3)[nH]n2c(=O)c1C	-46	10	95	95	-25	16	-0.4	-1	-6	1
CCCCc1ccc(-c2ccc(Br)cc2)nc1	-28	-5	87	93	5	13	2.5	/	/	2
COC(=O)c1ccc(NC(=O)CSc2ccccc2)cc1	-26	1	99	95	0	6	1.6	-3	-6	2
CCOc1ccc(OCC)c(-c2c(=O)n(OCc3ccccc3Br)c3ccccc3[n+]2[O-])c1	-44	/	82	85	6	25	0.1	1	6	4
O=C(Nc1nccs1)c1ccc(COc2ccccc2Br)o1	-57	4	59	55	-1	3	-1.8	0	-14	4
Cc1cc(-n2ccnc2)n2c(nc3ccccc32)c1C#N	-18	9	89	80	-13	11	-4.0	-1	-5	2
O=C(CSCCN1C(=O)c2ccccc2C1=O)Nc1ccc2ccccc2c1	-9	/	93	97	8	2	0.9	-5	4	5
COc1ccc(N(C)S(=O)(=O)c2cccc(C(=O)Nc3ccc(OC)nc3)c2)cc1	-28	/	53	45	0	5	-1.5	/	18	4
CSCCC(C(=O)OCC(=O)c1ccc(C)c(C)c1)N1C(=O)c2ccccc2C1=O (centres undefined)	-33	3	95	91	6	23	0.6	-13	8	4
COc1ccc(NC(=S)N/N=C2/CCCc3c(C)cc(C)cc32)cc1	-22	18	99	94	1	6	-1.6	-2	-4	2
C/C(=N/NC(=O)CN1CCN(S(=O)(=O)c2ccc(Br)cc2)CC1)c1cccnc1	-4	19	98	102	-4	13	-2.1	-9	2	3
COc1ccc(N2CCN(C(=O)CSc3nnc4n3C(C)(C)Cc3ccccc3-4)CC2)cc1	-74	-12	60	76	4	6	-0.5	0	-8	-2
Cc1ccc(S(=O)(=O)C2(C(=O)Nc3cccc(F)c3)CC2)cc1	-8	-23	103	93	6	3	-1.0	0	-3	0
COc1cc(C2C(C#N)=C(N)N(Nc3ccccc3)C3=C2C(=O)CC(C)(C)C3)ccc1OCc1cccc(F)c1 (centres undefined)	-21	1	46	33	-5	7	-6.4	/	-2	-5
Cc1sc(NC(=O)C(C)C)c(C(=O)Nc2ccccc2)c1C	-21	-17	92	89	-4	12	-0.6	/	-13	9
C=CCOc1cccc(C2/C(=C(/O)c3ccc(F)cc3)C(=O)C(=O)N2CCN2CCOCC2)c1 (centres undefined)	-15	-6	90	94	2	10	-1.1	-2	-10	3
COC(=O)c1ccc(NC(=O)CCN2CCCCC2)cc1	-2&-49	-14&26	96&99	99&103	18&-4	3&5	-1.9&-0.1	-1&0	-2&-13	1&11
CCc1ccc(C(=O)CSc2nc3ccccc3c(=O)[nH]2)cc1	-52	-8	92	97	-1	6	-0.4	0	-5	9
Cc1ccc(S(=O)(=O)N2CCN(c3cnn(-c4ccccc4)c(=O)c3Cl)CC2)cc1	11	-10	94	99	1	27	-1.7	-7	1	0
CC(C)(C)C(=O)[C@@H]1[C@@H]2C(=O)N(c3ccc4c(c3)OCCO4)C(=O)[C@@H]2C2c3ccccc3C=CN21 (some centres undefined)	-28	/	76	91	-2	4	-3.7	-5	-15	3
COC(=O)C(C)n1cnc2c(nnn2Cc2ccc(Cl)cc2)c1=O (centres undefined)	-29	-17	101	95	12	14	-0.3	-1	-11	2
Cc1nnc(N2CCCCC2)c2ccccc12	-40	3	91	115	1	4	-0.1	-1	11	0
CCOc1ccc(C(=O)C(CCC(CN(C)C)C(=O)c2ccc(OCC)cc2)CN(C)C)cc1 (centres undefined)	-14	42	1.1*	1.3*	39*	2	-6.5	/	1	8
COc1cccc(OCC(O)CN2C(C)CCCC2C)c1 (centres undefined)	-24	8	97	83	2	31	-2.7	0	-3	-1
COc1cc(/C=N/NC(=O)C(C)Nc2n[nH]c(=O)[nH]c2=O)ccc1O (centres undefined)	0	/	90	106	-13	18	-1.5	-1	-6	0
COc1cc2c(cc1OC)C(c1cc3cc(OC)c(OC)cc3[nH]c1=O)N(C(=O)C1CC1)CC2 (centres undefined)	-74	-12	85	97	13	2	-1.0	0	2	2
O=C(Nc1nnc(-c2ccccn2)o1)c1ccc(Br)cc1	18	12	102	105	9	4	-2.7	-4	0	6
O=C(NCC1CCCO1)c1ccc(CS(=O)(=O)c2c(Cl)cccc2Cl)o1 (centres undefined)	-54	/	100	107	-4	7	-1.3	0	-12	1
CCCCCCNS(=O)(=O)c1ccc(OC)c(OC)c1	-15	/	95	104	-5	0	-1.1	-3	-4	3
CCOc1ccc(C(=O)N2CCC(C(=O)c3ccc4c(c3)OCCO4)CC2)cc1	-12	-19	52	63	-10	3	-2.8	-2	-3	4
Cc1ccc(Sc2ccc([N+](=O)[O-])cc2[N+](=O)[O-])nc1	-40	/	56	64	2	5	-4.6	-1	8	7
CC(=O)c1c(N2CCN(C)CC2)[nH]c(-c2ccccc2)nc1=S	-37	-12	79	84	4	7	-4.4	-4	-18	-1
CN1CCN(CC#CCC(O)(c2ccccc2)C2CCCC2)CC1 (centres undefined)	5	2	95	91	0	6	-1.2	/	/	1
C=CCOc1nc2c(c(=O)n(Cc3ccc(Cl)cc3)c(=O)n2C)n1C	-25	-19	86	85	6	10	-0.4	0	-8	7
O=C(Nc1cccc(-c2cn3cccnc3n2)c1)c1cccs1	-13	10	93	90	4	24	-0.5	-4	2	0
O=Nc1c(O)n(Cc2ccc(Cl)cc2)c2ccccc12	-13	-18	83	77	-7	6	-3.8	/	-31	0
CC(=O)OCC(=O)[C@@]12OC3(CCCC3)O[C@@H]1C[C@H]1[C@@H]3CCC4=CC(=O)C=C[C@]4(C)[C@@]3(F)[C@@H](O)C[C@@]12C	-28	/	77	85	-20	5	-1.0	/	7	1
COc1ccc(/C=C(/C(=O)c2cccs2)N2C=CC=CC2=C(C#N)C#N)cc1	30	4	82	79	38*	2	-3.6	-8	-3	8
COc1ccc(C(C(=O)NC2CCCC2)N(C(=O)c2snc(-c3ccc(F)cc3)c2N)c2cccc(F)c2)cc1 (centres undefined)	-32	11	48	43	0	1	-2.8	-1	1	1
O=C(Oc1ccc(-c2cnc3ccccc3n2)cc1)c1cccc([N+](=O)[O-])c1	-75	3	92	84	7	8	0.0	0	-9	-1

The list continues:
SMILES	Yeast growth inh	E-sel TNF inh	bCat KO growth	HCT116 PTEN-null	GALR2 antag	Measles CPE	MRP1 act	Phagocytosis inh	Yeast life ext	NPY-Y2 antag
COc1ccc(C)cc1NC(=O)C1CCC(CNc2c(N3CCOCC3)c(=O)c2=O)CC1 (centres undefined)	-61	/	78	83	-13	15	-0.8	0	-9	2
Cc1ccc(C2C(C#N)=C(N)Oc3n[nH]c(-c4cccs4)c32)s1 (centres undefined)	-55	29	81	83	14	15	1.0	-1	10	10
Cc1ccc(Nc2nc(=O)c3cccnc3s2)cc1	-10	-7	79	83	3	4	-3.2	-3	-30	1
O=c1cc(CO)oc(CN2CCN(c3ccccc3)CC2)c1O	-70	2	95	107	-5	20	0.1	-2	-10	2
CCN(CC)c1nc(-c2ccc(Cl)cc2)cc(C(F)(F)F)c1C#N	-9	27	71	71	11	2	-3.2	-3	-7	1
Cc1ccc(S(=O)(=O)NCCC(=O)OCn2nnc3ccccc3c2=O)cc1	-5	-10	90	92	-4	4	-0.8	-1	-7	1
O=C(NCc1ccc2c(c1)OCO2)c1ccc2c(c1)C(=O)N(CC1CCCO1)C2=O (centres undefined)	-19	-30	1.7*	1.2*	12	3	0.5	0	-12	3
COc1ccccc1-c1noc(-c2ccco2)n1	-15	-2	90	96	20	19	-0.9	-1	-9	4

Rewritten with each value named: 2 of the compounds above.
Cc1ccc(C2C(C#N)=C(N)Oc3n[nH]c(-c4cccs4)c32)s1 (centres undefined)
  Yeast growth inh: -55 | E-sel TNF inh: 29 | bCat KO growth: 81 | HCT116 PTEN-null: 83 | GALR2 antag: 14 | Measles CPE: 15 | MRP1 act: 1.0 | Phagocytosis inh: -1 | Yeast life ext: 10 | NPY-Y2 antag: 10

Cc1ccc(Nc2nc(=O)c3cccnc3s2)cc1
  Yeast growth inh: -10 | E-sel TNF inh: -7 | bCat KO growth: 79 | HCT116 PTEN-null: 83 | GALR2 antag: 3 | Measles CPE: 4 | MRP1 act: -3.2 | Phagocytosis inh: -3 | Yeast life ext: -30 | NPY-Y2 antag: 1
